# Screens deposited in PubChem BioAssay by several laboratories.
# Hsp70 act = Hsp70 transcriptional activation, primary screen | HeLa Hsp70 promoter luciferase reporter, luminescence; scaled: vehicle 0, proteasome-inhibitor control 100% | activation, % at 10 µM | actives 0.04% (n = 200,000) | AID 1203;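 active = activation above the mean across all tested compounds plus 3 SD, cutoff set per campaign, cut at about 5.5% in these data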;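 note: 100% = MG132 at 30 µM as the positive control and 0% = DMSO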
# Redox H2O2 prof = compounds producing H2O2 with reducing agent – biochemical, NIH compound library profiling, artefact control for MLSCN library redox annotation, primary screen. DTT-dependent redox cycling H2O2, phenol red/HRP absorbance; 100% = 100 µM peroxide control, 0% = buffer. activation, % at 10 µM. actives 0.03% (n = 200,000). AID 878;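 active = activation of at least 50% relative to the plate's high and low controls in the primary single-dose screen; inactive = activation below 50%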;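 note: compound incubated with DTT at 0.8 mM final as the reducing agent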
# Lmaj promast = inhibitors of Leishmania major promastigote growth | AID 1063 | inhibition, % at 10 µM | actives 9% (n = 200,000) | Leishmania major promastigotes, resazurin fluorescence viability;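 note: promastigotes grown with compound for 44 hours at 28 °C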
# Diaph act CS = diaphorase activation or chemical reduction counter-screen; Diaphorase/resazurin coupled assay, resorufin fluorescence, 16 min; stronger effect = higher value; 1 = vehicle wells, 0 = NADH-free wells; activation factor at 20 µM; actives 0.005% (n = 190,000); AID 1229;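 active = diaphorase activity raised at least twofold by the compound at 20 µM; inactive = activation factor below 2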
#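 Test system: Clostridium kluyveri diaphorase, purified enzyme. Buffer or medium: 50 mM HEPES pH 7.4 buffer plus MgCl2 and Tween 20. Also added: 0.114 mM NADH and 0.1 mM resazurin, final amounts. Dosing: compound 20 µM once, DMSO 1%. Schedule: 16 min enzyme reaction, ambient temperature. Detection: fluorescence of resorufin, 544 nm excitation, 590 nm emission.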
# PMI act hi M6P = increases human PMI activity with near-saturating mannose 6-phosphate; coupled PMI enzyme assay, resazurin fluorescence, 20 min; stronger effect = higher value; 1 = untreated enzyme, 0 = substrate-free blank; activation factor at 20 µM; actives 0.34% (n = 190,000);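 active = activation factor of 2 or more at 20 µM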
# Target sequence (P34949 whole entry, looked up): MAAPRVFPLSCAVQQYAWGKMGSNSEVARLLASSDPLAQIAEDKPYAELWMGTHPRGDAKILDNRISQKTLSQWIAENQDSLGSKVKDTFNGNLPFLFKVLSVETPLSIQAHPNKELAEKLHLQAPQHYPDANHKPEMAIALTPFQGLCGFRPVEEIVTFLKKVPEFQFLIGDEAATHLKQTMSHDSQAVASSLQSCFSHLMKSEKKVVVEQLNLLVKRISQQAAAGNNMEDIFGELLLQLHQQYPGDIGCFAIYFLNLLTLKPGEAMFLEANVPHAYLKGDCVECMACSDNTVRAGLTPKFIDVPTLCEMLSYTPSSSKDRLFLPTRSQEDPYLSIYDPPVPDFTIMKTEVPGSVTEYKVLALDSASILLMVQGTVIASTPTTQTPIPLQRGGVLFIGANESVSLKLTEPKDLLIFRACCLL
#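 Test system: human phosphomannose isomerase with PGI, G6PDH, diaphorase coupling enzymes; amount: 15 ng/mL PMI; incubation: enzyme reaction with compound 20 min at room temperature; technique: resorufin fluorescence (Ex 544/Em 590 nm) from resazurin via diaphorase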
# PMI act = activators of human phosphomannose isomerase; actives 0.005% (n = 190,000); purified human PMI, coupled resazurin fluorescence, 20 min; stronger effect = higher value; 1 = vehicle control, 0 substrate-free wells; AID 1214; activation factor at 20 µM;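 active = activation factor of 2 or more at 20 µM, relative to plate controls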
# TLR4-MyD88 BLA = inhibitors of human TLR4-MyD88 binding; inhibition, % at 8.4 µM; HeLa CL3-4 TLR4/MyD88 BLA complementation, FRET ratio; O00206+Q99836; AID 861; actives 0.18% (n = 200,000); in the data active = inhibition above about 25%;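 note: 0% = vehicle and 100% = reference inhibitor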
# G6PDH counter = counter-screen for G6PDH assay hits: L. mesenteroides G6PDH inhibition | AID 1020 | actives 0.12% (n = 200,000) | Purified L. mesenteroides G6PDH, diaphorase/resazurin coupled fluorescence, 45 min | inhibition, % at 5 µM
# S1P3 antagonist = antagonists of human S1P3 receptor; CHO S1P3 NFAT-BLA reporter, FRET fluorescence, antagonist mode; actives 0.27% (n = 170,000); inhibition, % at 4.98 µM; AID 485; Q99500;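 active = inhibition above the plate cutoff, the mean inhibition of test wells on that plate plus 3 SD, cut at about 28% in these data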;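 note: cells challenged with S1P at its EC80 of 0.8 µM; blue over green emission ratio from cleaved BLA substrate after 4 h stimulation; 0% = S1P-stimulated wells and 100% = unstimulated DMSO-only wells; some compounds past the cut are filed as inactive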
# Target sequence (Q99500 whole entry, looked up): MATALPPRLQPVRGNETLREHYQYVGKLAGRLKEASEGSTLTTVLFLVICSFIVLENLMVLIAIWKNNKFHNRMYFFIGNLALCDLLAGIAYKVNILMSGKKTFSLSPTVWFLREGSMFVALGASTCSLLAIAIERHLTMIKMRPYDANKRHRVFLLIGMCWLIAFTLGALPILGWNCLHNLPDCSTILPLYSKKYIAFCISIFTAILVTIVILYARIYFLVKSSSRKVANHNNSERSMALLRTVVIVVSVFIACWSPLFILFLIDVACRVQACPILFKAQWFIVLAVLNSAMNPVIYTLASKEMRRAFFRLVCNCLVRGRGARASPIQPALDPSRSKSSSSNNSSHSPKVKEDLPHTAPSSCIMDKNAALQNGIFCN
# RAM inhibit = inhibitors of the yeast RAM network. actives 1.8% (n = 190,000). inhibition, % at 50 µM. S. cerevisiae dse1pr::URA3 reporter, 5-FOA growth OD615, 2 d; analog-sensitive cbk1-as2 kinase mutant strain;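 active = inhibition above a set limit, 3 SD over mean compound inhibition, cut at about 8.4% in these data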;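 note: 0% = DMSO-only wells with no growth and 100% = 10 µM 1-NA-PP1 full growth; inhibition rescues growth on 5-FOA so higher OD means more RAM inhibition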
# Diaphorase inh = diaphorase inhibition or chemical oxidation counter-screen; diaphorase resazurin-to-resorufin fluorescence, NADH, 16 min; bacterial (C. kluyveri) enzyme, not human; inhibition, % at 20 µM; actives 0.69% (n = 190,000); AID 1217;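 active = primary screen inhibition at 20 µM above a set limit, cut at about 50% in these data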;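 note: plate controls were DMSO with full reaction for no effect and wells lacking NADH for full effect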
#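 System: Diaphorase enzyme from Clostridium kluyveri | Amount: Enzyme working solution with 0.14 U/mL diaphorase | Benchmarks: No-NADH positive control and DMSO neutral control | Signal: Fluorescence of resorufin formed from resazurin, Ex 544/Em 590 nm | Schedule: 16-min room-temperature incubation before reading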
# An asterisk follows results filed as active; . = not tested or not shown. Cut-off read from the data, not from the text of the source, unless noted: active = inhibition above about 50%; inactive = the rest.
SMILES,Hsp70 act,Redox H2O2 prof,Lmaj promast,Diaph act CS,PMI act hi M6P,PMI act,TLR4-MyD88 BLA,G6PDH counter,S1P3 antagonist,RAM inhibit,Diaphorase inh
COc1cc(NC(=O)CSc2nnc(-c3ccncc3)n2C2CCCCC2)ccc1NC(=O)c1ccco1,-0.2,0.8,-19,0.9,0.9,1,-4,5,.,0.0,13
CCCOc1ccc(-c2nc(C#N)c(N3CCc4ccccc4C3)o2)cc1,0.0,0.4,-3,0.8,0.9,0.8,3,10,.,11*,16
CC1(C)CC(=O)c2cn3c(nc2C1)nc1ccccc13,-0.3,-6.2,6,0.9,1,1,3,7,-22,0.8,7
COc1ccc(C(=O)Nc2ccc(C)cc2C(=O)c2ccccc2)cc1,-0.3,-0.1,99*,0.8,0.9,0.9,-2,-11,3,4.1,18
Cc1ccc(CSc2nc3nc(C)cc(C)c3c(=O)[nH]2)cc1,-0.2,-1.3,-13,1,1,1,-5,5,-8,2.0,0
O=[N+]([O-])c1ccccc1S(=O)(=O)NCCc1ccncc1,0.0,0.1,-1,1.1,1.1,1.1,6,7,-11,1.3,-6
COc1ccc(C(=O)/C=C/c2ccc(OC)c(COc3ccc(F)cc3)c2)cc1,-0.2,2.7,25,0.8,0.8,0.8,5,4,.,18*,18
N/C(=N\OC(=O)Cc1ccc([N+](=O)[O-])cc1)c1ccccn1,-0.5,-1.0,99*,1,0.9,1,11,-1,1,1.2,2
CCN(CC)c1nc(Oc2ccc(=O)[nH]n2)nc(N2CCOCC2)n1,-0.6,0.2,28,1,1,1,3,4,-6,2.6,2
O=C(CSc1ccc(-c2ccccn2)nn1)NC1CCCC1,0.1,0.2,-3,1,1.2,1.1,-7,3,-1,1.2,-4
O=C(NCc1ccccn1)c1cc2cc(Br)ccc2oc1=O,-0.1,1.8,-1,0.9,1,1,9,-6,-6,0.9,12
Cc1ccc(S(=O)(=O)N2CCN(CC(O)c3ccccc3)CC2)cc1C (stereo not drawn),-0.4,-0.3,48,0.8,1.1,1.1,-2,14,-14,3.4,16
COc1ccc(C(=O)Nc2ccc(/C(C)=N/NC(=O)c3ccccc3O)cc2)cc1OC,-0.2,0.1,-4,1,1.1,1.1,11,-1,1,5.0,2
Cc1c(-c2cccs2)[n+](=O)c2c(n1[O-])CCC2,-0.2,0.1,-5,0.9,1,1,14,4,-14,2.6,5
Cc1ccccc1/C=N/NC(=O)Cn1nnc(N)n1,-0.3,-0.6,-5,0.9,1,0.9,-12,6,19,0.3,12
CCN(CC)CCCNc1oc(-c2ccc(OC)c(OC)c2)nc1C#N,-0.3,0.0,46,1.1,1,0.9,-11,9,-35,1.2,-13
Nc1cc(-c2ccccc2)nn1S(=O)(=O)c1ccc(F)cc1,-0.1,-1.3,14,0.7,0.9,0.9,5,0,.,2.1,30
CCOC(=O)C1(CCCc2ccccc2)CCN(C(=O)c2ccoc2)CC1,0.0,-0.7,30,0.8,0.9,0.9,-3,12,8,-0.1,18
COc1ccc(-c2[nH]ncc2-c2nc(C)cs2)c(O)c1,0.8,0.4,0,1,0.8,0.9,-10,8,14,1.4,1
O=C(NCc1ccc2c(c1)OCO2)c1cccc([N+](=O)[O-])c1,-0.2,-1.2,0,0.9,0.9,0.9,-2,-13,.,1.4,14
O=C(Nc1ccc(Cl)cc1C(=O)Nc1ccccn1)c1ccco1,0.7,2.6,6,0.7,0.9,0.9,-14,-2,.,5.4,26
CCOC(=O)C1=C(c2ccccc2)NC(=O)NC1c1cc(Cl)c(O)c(OC)c1 (stereo not drawn),-0.1,-0.7,4,0.9,0.8,1,10,10,-9,2.1,14
Cc1ccccc1/C=C\c1nc2ccccc2c(=O)[nH]1,0.0,-0.2,1,1.1,1,1.1,19,11,11,1.4,-7
CCOC(=O)c1[nH]c2ccccc2c1NC(=O)COC,-0.1,-1.3,-6,0.8,1,1,-10,7,17,0.0,22

# Fetched one by one from the entries so far, two records:
SMILES,Hsp70 act,Redox H2O2 prof,Lmaj promast,Diaph act CS,PMI act hi M6P,PMI act,TLR4-MyD88 BLA,G6PDH counter,S1P3 antagonist,RAM inhibit,Diaphorase inh
Nc1cc(-c2ccccc2)nn1S(=O)(=O)c1ccc(F)cc1,-0.1,-1.3,14,0.7,0.9,0.9,5,0,.,2.1,30
CCOC(=O)C1(CCCc2ccccc2)CCN(C(=O)c2ccoc2)CC1,0.0,-0.7,30,0.8,0.9,0.9,-3,12,8,-0.1,18

# Next part.
SMILES,Hsp70 act,Redox H2O2 prof,Lmaj promast,Diaph act CS,PMI act hi M6P,PMI act,TLR4-MyD88 BLA,G6PDH counter,S1P3 antagonist,RAM inhibit,Diaphorase inh
Cc1ccc(P(=O)(OCCN2CCOCC2)C(C)(C)C)o1 (stereo not drawn),-0.2,-0.3,-4,0.7,0.9,0.9,-2,5,20,0.8,29
COc1cc(C2C(C#N)=C(N)Oc3c2c(-c2ccccc2)nn3-c2ccccc2)cc(OC)c1OC (stereo not drawn),-0.3,1.1,-6,0.9,1.1,1,-2,5,-5,2.5,12
CC(C)C(c1nnnn1CCc1ccccc1)N1CCSCC1 (stereo not drawn),0.1,0.0,5,.,.,.,-12,10,9,0.3,.
Cc1ccc(S(=O)(=O)N(CCC(=O)Nc2ccc(OC(F)(F)F)cc2)c2ccccc2)cc1,0.0,0.9,95*,0.8,0.9,0.8,-7,18,2,16*,16
CCn1c(SCC(=O)Nc2ccc3c(c2)OCCO3)nnc1-c1cccs1,-0.4,0.9,6,0.9,1,0.9,-5,1,.,2.1,13
COc1ccc(C)cc1NC(=O)CN1CCN(S(=O)(=O)c2ccc(Br)cc2)CC1,0.0,-0.5,20,0.9,0.9,0.8,15,0,-4,2.8,13
NC(=O)NCc1ccccc1Cl,0.1,-1.1,-4,0.9,1,1,-12,5,-7,0.5,13
O=C(CCc1nc(-c2ccccc2F)no1)NCCc1ccccc1Cl,-0.3,1.0,26,0.9,1.1,1,-10,3,-29,2.6,6
CCCNC(=O)Cn1cccc1C(=O)c1ccccc1,0.1,0.1,-5,0.9,1,1,12,2,-20,-0.2,7
CCc1nc2c(c(=O)c3ccccc3n2C)c(=O)n1CCc1ccc(OC)cc1,0.1,0.3,22,0.9,1.1,1,-1,-31,-18,7.7,6
O=C(CN1CCCC1)Nc1c2c(cc3c1CCC3)CCC2,-0.3,-0.1,-3,0.9,1.1,1.1,1,1,7,1.2,5
Clc1ccc2nc(CN3CCCc4ccccc43)cn2c1,-0.2,-0.1,22,0.8,1.7,1.2,0,-32,38,0.3,20
O=C(c1ccc(Cl)c(Cl)c1)N1CCC(=O)N(C(COCc2cccc(Cl)c2)Cc2ccccc2)CC1 (stereo not drawn),1.4,3.3,6,0.8,0.9,0.9,-19,16,2,10*,21
COc1ccc(C(=O)/C=C/c2ccc(O)cc2)cc1,-0.1,0.8,11,0.7,0.9,0.9,-7,8,-10,-0.9,25
Cc1cc(OCc2nnc(SC(C)C(=O)O)n2Cc2ccccc2)ccc1Cl (stereo not drawn),-0.4,0.0,-8,1,1,1.1,4,-2,-8,3.4,3
O=C(O)Cc1sc(-c2ccccc2)nc1-c1cccs1,-0.1,-3.7,-8,1,1.2,1.3,8,2,-6,-1.7,-3
Cc1ccc(-n2c(SCC(=O)NCc3ccco3)nnc2-c2cccnc2)cc1,-0.4,0.9,-10,1.1,1.2,1.1,7,4,.,1.1,-13
COc1cc(OC)c(C2N(C)c3ccccc3N2C)cc1OC,0.1,3.1,-1,0.9,0.9,0.9,-2,7,-29,1.7,11
CCOC(=O)c1cn(CC)c2cc(Cl)c([N+](=O)[O-])cc2c1=O,-0.3,-0.2,4,0.9,1.1,1.1,9,-4,-13,0.8,11
N#CCCN(C(=O)CSc1ccc2c(c1)OCCO2)c1ccc(F)cc1,0.1,1.4,87*,0.9,1,1,-4,2,.,1.0,15
Cc1sc2nc(SCC(=O)NCCOCCO)nc(N)c2c1C,-0.2,-0.1,0,0.9,1,1,4,4,3,2.1,8
Cc1c(C(c2cc3c(cc2Br)OCO3)c2c(C)n(C)n(-c3ccccc3)c2=O)c(=O)n(-c2ccccc2)n1C,-0.1,0.9,-5,0.8,0.9,0.8,5,7,.,-0.5,15
Cc1ccc(C)c2[nH]c(=O)c(C(c3nnnn3C3CCCC3)N3CCOCC3)cc12 (stereo not drawn),-0.1,0.6,9,0.9,1,1,2,3,-34,0.0,13
COc1ccc(CNc2ncccn2)cc1OC,-0.1,-0.1,-8,1.1,1,1.1,3,1,-7,0.9,-14
CCCCCC(=O)NC(=S)Nc1ccc2oc(=O)ccc2c1,0.1,0.1,6,0.8,1,1,17,0,-10,4.2,18
CCn1c(SCC(=O)Nc2nc(C)c(C)s2)nnc1-c1cccnc1,-0.3,0.0,5,0.9,0.9,0.9,4,2,.,0.5,10
CN1CCN(CCCNC(=O)c2cc3c(=O)n(C)c4ccccc4c3s2)CC1,-0.2,-1.1,98*,0.8,1,1,-1,0,-18,0.5,19
CC1CCCCC1NS(=O)(=O)c1ccc(-n2cnnn2)cc1 (stereo not drawn),0.1,1.3,9,0.9,1,1,6,2,-9,2.0,10
Cn1c(Cc2ccccc2)nnc1SCC(=O)N1CCN(c2ccccc2)CC1,0.4,0.3,-4,1.1,1.1,1.1,4,6,-2,1.9,-8
O=Nc1c(O)n(Cc2c(Cl)cccc2Cl)c2ccccc12,-0.2,-0.2,-5,0.8,0.9,0.8,-3,1,-2,4.7,22
COc1cc2[nH]c3c(=O)n4c(nc3c2cc1OC)SCCC4,-0.3,-1.7,9,1,1,1,-10,6,-3,1.6,2
COc1ccc(C(CNC(=O)COc2ccccc2C#N)N2CCOCC2)cc1 (stereo not drawn),-0.3,-0.1,-6,0.9,1,1,1,0,4,-0.8,6
CC(C)c1cc(N2CCC(=O)NC2=O)cc(C(=O)O)c1O,-0.5,-0.2,-5,0.9,1.1,1.1,-10,-1,-11,-0.3,6
CC(C)CCNC(=O)C(c1ccc(O)cc1)N(C(=O)C1COc2ccccc2O1)c1cccc(O)c1 (stereo not drawn),-0.5,0.4,-9,0.7,0.4,0.7,-3,18,-9,2.3,34
